PTHR1 ag: agonists of human PTHR1 parathyroid hormone receptor; HEK293 GP2 PTHR1 cells, GloSensor cAMP luminescence, 1 h; AID 743266; Q03431; Potency, µM (doses to about 115 µM), for inactives: top-dose activation, hits mostly activators; 410,000 tested, 0.075% active; also: nearly all actives have a fitted effect of over 55% in size; some results filed as inactive show a strong effect at the top dose; inactives centre near -15; many of its hits are not listed in these tables
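HEK-293-derived GP2 cells expressing PTHR1 and a GloSensor cAMP reporter, 3,000/well, plated overnight, given luciferin plus IBMX (each 0.5 mM as added) for 1 h at 37 °C, then compound for 1 h at 37 °C. Luminescence was read after 15 min at room temperature.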
EPAC2 ag: agonists of human EPAC2 (RAPGEF4). Q8WZA2. EPAC2 activation, biochemical qHTS; response scale: 100% = 6.5 mM cAMP response. Potency, µM (highest dose often 154 µM), inactives show top-dose activation, usual class: activators. 360,000 tested, 0.079% active. AID 720711; also: nearly all actives have a fitted effect of over 50% in size
Target sequence (Q8WZA2 whole entry, looked up): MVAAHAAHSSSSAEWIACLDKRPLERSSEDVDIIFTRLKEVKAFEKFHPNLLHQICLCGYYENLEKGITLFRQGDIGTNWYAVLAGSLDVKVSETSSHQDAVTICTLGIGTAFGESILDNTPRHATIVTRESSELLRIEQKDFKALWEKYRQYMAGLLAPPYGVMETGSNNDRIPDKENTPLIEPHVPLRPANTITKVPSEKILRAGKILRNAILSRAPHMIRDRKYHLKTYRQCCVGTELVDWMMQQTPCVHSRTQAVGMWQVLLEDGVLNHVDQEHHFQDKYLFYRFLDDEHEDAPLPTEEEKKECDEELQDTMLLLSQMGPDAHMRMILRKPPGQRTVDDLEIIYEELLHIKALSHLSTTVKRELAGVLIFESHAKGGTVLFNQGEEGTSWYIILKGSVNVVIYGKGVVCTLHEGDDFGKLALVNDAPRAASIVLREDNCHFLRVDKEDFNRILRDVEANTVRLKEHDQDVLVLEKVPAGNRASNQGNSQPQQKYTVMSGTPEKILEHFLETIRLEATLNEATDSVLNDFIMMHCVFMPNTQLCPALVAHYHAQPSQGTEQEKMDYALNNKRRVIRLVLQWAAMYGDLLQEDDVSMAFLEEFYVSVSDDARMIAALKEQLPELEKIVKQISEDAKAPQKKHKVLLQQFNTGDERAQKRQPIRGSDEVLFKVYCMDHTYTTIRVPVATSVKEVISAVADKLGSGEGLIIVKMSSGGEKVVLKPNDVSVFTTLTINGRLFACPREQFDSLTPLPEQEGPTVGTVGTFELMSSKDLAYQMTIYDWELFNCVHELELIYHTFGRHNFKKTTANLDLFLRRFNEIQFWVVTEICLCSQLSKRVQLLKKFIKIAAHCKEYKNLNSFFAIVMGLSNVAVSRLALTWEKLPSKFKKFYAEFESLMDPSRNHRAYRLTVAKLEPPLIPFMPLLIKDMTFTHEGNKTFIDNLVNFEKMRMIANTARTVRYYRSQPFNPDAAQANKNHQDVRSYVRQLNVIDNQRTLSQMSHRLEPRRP
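Compounds were titrated in qHTS against a Rap1B-BODIPY-GDP (250 nM) complex with EPAC2 (100 nM) and GDP (50 uM). BODIPY-GDP release tracked at 480/540 nm over 30 min at room temperature, normalized to 6.5 mM cAMP.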
TDP43 rescue: rescues yeast growth from TDP-43 toxicity; TDP-43 expressing yeast growth rescue, BacTiter-Glo, 24 h; Potency, µM (series often up to 46.1 µM), inactives show at the top dose growth rescue (activation), usual class: activators; 410,000 tested, 1.8% active; AID 652104; also: % of control where 0% means no effect; nearly all actives have a fitted effect of over 50% in size
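Growth rescue of TDP-43-toxic yeast measured as ATP luminescence (BacTiter-Glo). Cells grown to mid-log in raffinose, induced in galactose at OD600=0.02, exposed to compound 24 hr at 30 deg C.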
EPAC1 ag: EPAC1 (human) agonism | EPAC1 agonist qHTS, biochemical assay; response scale: 100% = response to 6.5 mM cAMP | 360,000 tested, 0.073% active | Potency, µM (doses to about 154 µM), for inactives: top-dose activation, usual class: activators | O95398 | AID 720707; also: nearly all actives have a fitted effect of over 60% in size
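Nucleotide exchange by EPAC1 (100 nM) on Rap1B–BODIPY-GDP (250 nM) in the presence of 50 uM GDP is tracked fluorescently at 480/540 nm over 30 min. Signals are normalized to a 6.5 mM cAMP control.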
EPAC1 antag: EPAC1 (human) antagonism; O95398; EPAC1 GEF assay, Rap1b-BODIPY-GDP exchange fluorescence; Potency, µM (top dose mostly 115 µM), for inactives: top-dose activity change, negative = inhibition, actives largely listed as inhibitors; 360,000 tested, 0.14% active; AID 720709;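 also: plate controls were vehicle for no effect and positive control for full effect; nearly all actives have a fitted effect of over 50% in size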
aSyn rescue: rescues yeast growth from alpha-synuclein toxicity | Yeast expressing alpha-synuclein, growth rescue, BacTiter-Glo, 24 h | 370,000 tested, 0.14% active | Potency, µM (doses to about 46.1 µM), inactives show top-dose growth rescue (activation), actives largely listed as activators | AID 652106; also: % of control where 0% means no effect; nearly all actives have a fitted effect of over 65% in size
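Rescue of yeast growth: cells expressing toxic alpha-synuclein, induced in galactose at OD600 0.02, incubated with compound 24 h at 30 C. ATP luminescence quantified growth; inhibitors of toxicity appear as activators.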
EPAC2 antagonist: antagonists of human EPAC2; Potency, µM (series often up to 114 µM), for the others: at the top dose activity, negative = inhibition, hits mostly inhibitors; 360,000 tested, 0.18% active; Q8WZA2; EPAC2 GEF exchange of Rap1B-BODIPY-GDP, fluorescence; also: % is scaled to controls: 0 for no effect and ±100 for the full control effect; nearly all actives have a fitted effect of over 45% in size; many of its hits are not listed in these tables
FUS yeast rescue: FUS proteinopathy suppression in yeast | S. cerevisiae FUS-expressing, growth rescue, OD600, 24 h | Potency, µM (highest dose often 76.6 µM), without a hit: at the top dose growth rescue (activation), usual class: activators | 390,000 tested, 0.24% active | AID 1347120;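 also: plate controls were DMSO vehicle for no effect and reference control for full effect; nearly all actives have a fitted effect of over 55% in size; some results filed as inactive show a strong effect at the top dose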
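FUS-expressing yeast, raffinose-pregrown, induced in 2% galactose minimal medium at OD 0.005; compounds in a dilution series, 24hr at 30C. Growth restoration read as absorbance at 600 nm. CP55940 positive control, DMSO negative.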
Starred values were filed as active, the others as inactive; i = inactive; ? = inconclusive; nt = not tested or not shown; [ ] = remark or other dose. Calls follow the shape of the dose curve; as a rule, active = well fitted curve in the direction sought with a large enough effect; inconclusive = small, poorly fitted or top-dose-only effect, or another doubt; inactive = no such curve, though single readings can be large; an effect the other way counts as inactive or inconclusive. Potency is read from the fitted curve at half-maximal effect. The list is partial; rates above refer to the full screens.

SMILES	PTHR1 ag	EPAC2 ag	TDP43 rescue	EPAC1 ag	EPAC1 antag	aSyn rescue	EPAC2 antagonist	FUS yeast rescue
CCCN1CCc2c(sc(NC(=O)c3ccc(S(=O)(=O)N(C)c4ccccc4)cc3)c2C(=O)NC)C1	i	-5%	1%	26%	-15%	1%	18%	14%
COC(=O)c1ccc(/C=C/c2ccc3cccc(OC(C)=O)c3n2)cc1	-27%	0%	-7%	13%	-15%	?	6%	4%
CN(CC(=O)N1CCN(c2ccccc2)CC1)S(=O)(=O)c1cnc[nH]1	i	1%	13%	3%	6%	3%	-4%	-8%
COc1ccc(-c2cc3nc(NCCNC(C)=O)n(C)c(=O)c3s2)c(C)c1	-7%	0%	18%	-2%	-6%	0%	-1%	14%
CCOc1cccc(SCc2noc(C(=O)NCCOC)c2C(=O)O)c1	27%	7%	12%	9%	12%	-1%	5%	-11%
CC1CCN(CC(=O)N2CC(=O)Nc3ccccc32)CC1	-6%[57.5 µM]	-1%	14%	-5%	11%	-12%	29%	13%
COc1cc2sc3ccc(-c4ccc(N(C)C)nc4)cc3c(=O)c2cc1OC	i	-2%	27%	-1%	-14%	-9%	5%	-17%
COc1cc(-c2ccc3oc(-c4ccsc4)c(C#CC4(O)CCCCC4)c3c2)cc(OC)c1OC	0%	8%	28%	1%	-12%	-1%	14%	45%
O=C(c1cc(-c2ccco2)nc2ccccc12)N1CCN(Cc2ccccc2)CC1	-20%	10%	9%	-5%	-9%	-5%	-3%	15%
Oc1ccc(N=Cc2ccc(-c3cccs3)s2)cc1	-12%[57.5 µM]	25%	-7%	18%	32µM*	-6%	?	31%
CC1Cc2ccccc2N1C(=O)COC(=O)c1n[nH]c(=O)c2ccccc12 (stereo not drawn)	-6%	8%	-2%	-12%	5%	-1%[1.84 µM]	-2%	39%
CCCN1CCN(C(=O)Cn2ncc3c([nH]c4ccc(C)cc43)c2=O)CC1	24%	6%	-35%[inhibitor]	-3%	-24%	-2%	7%	6%
CNC(=O)c1cc(S(=O)(=O)N2CC(C)OC(C)C2)ccc1N1CCCCC1 (stereo not drawn)	-3%	3%	5%	-5%	-3%	0%	-3%	9%
COc1ccc(NC(=O)Cc2c(SC)c3ccccc3n2Cc2ccccc2)cc1	-13%	1%	5%	-2%	11%	6%	20%	13%
CCOC(=O)C1(Cc2ccccc2)CCCN(C(=O)c2ccc(-n3ccnc3)cc2)C1 (stereo not drawn)	i	6%	-4%	9%	-5%	1%	-2%	nt
COC(=O)c1sccc1NC(=S)Nc1cc(C)cc(C)c1	-17%	-8%	4%	-1%	-25%	-4%	-2%	15%
O=C(O)[C@H]1CCC(=O)N1Cc1ccco1	i	-4%	-18%	5%	-1%	2%	2%	8%
Cc1ccc(NC(=O)CNCc2cccs2)cc1Br	-5%	13%	-20%	-2%	0%	0%	-4%	-10%
O=C(Nc1nnc(C2=COCCO2)o1)c1ccc(S(=O)(=O)N2CCCCC2)cc1	-6%	1%	-11%[0.397 µM]	-1%	-3%	0%	-5%	?
O=C(COc1cccc(NC(=O)c2ccccc2)c1)c1ccccc1	-67%[inhibitor]	9%	30%	3%	-3%	2%	3%	-8%
CC(C)NC(=O)C1(C)CCN1C(=O)c1cccc(F)c1 (stereo not drawn)	i	4%	17%	-6%	-8%	1%	4%	-31%
Cc1ccccc1-n1nnnc1SCc1cc(=O)n2ccsc2n1	-39%[inhibitor]	-2%	16%	-7%	-8%	0%	-10%	29%
Cc1ccc(Nc2nc(C(=O)NCCCN3CCOCC3)cs2)cc1	-10%[57.5 µM]	2%	5%	-8%	0%	1%	-3%	22%
CNC(=O)c1ccc(-n2cccn2)nc1	-2%	5%	13%	4%	-5%	-4%	6%	13%
Cn1cc(-c2cccc(Cl)c2)cc(C#N)c1=O	-49%[inhibitor]	7%	10%[9.22 µM]	4%	0%	-2%	3%	-8%
CC1(C)CC2CC(C)(CN2C(=S)Nc2ccccc2F)C1 (stereo not drawn)	-5%	-2%	-6%[0.397 µM]	-2%	-1%	1%	3%	5%
C=CCNC(=O)c1ccc(CSc2nc3ccccc3s2)cc1	-39%[inhibitor]	18%	18µM*	4%	-13%	-4%	-11%	-5%
Cc1cc(C)n(C(=O)COc2ccccc2[N+](=O)[O-])n1	i	0%	14%	4%	-15%	6%	2%	22%
Cc1ccc(NC(=O)CSCC(=O)N(C)CC(=O)Nc2cccc(F)c2)cc1	-22%	3%	17%	-11%	5%	1%	-9%	23%
Cc1ccc(C(=O)NCCn2cc(SCC(=O)Nc3nnc(C)s3)c3ccccc32)cc1	-2%	4%	0%	-8%	?	2%	-7%	45%
CCCS(=O)(=O)N1CCCC(C(=O)N2CCCCC2)C1 (stereo not drawn)	i	3%	2%	4%	-4%	-2%	-1%	-5%
COCCCN1C(=O)c2ccc(C(=O)OCC(=O)N3CCN(c4ccccc4)CC3)cc2C1=O	-3%	0%	2%	3%	-8%	5%	-6%	-2%
Cc1ccc(C(=O)Nc2ccc(N3CCCC3)cc2)c(C)c1	-2%	-8%	-14%[9.22 µM]	-32%[inhibitor]	22%	11%	17%	?
COc1cccc(NC(=O)CCc2nnc3ccc(N4CCN(c5cccc(OC)c5)CC4)nn23)c1	-12%	-8%	12%	1%	11%	13%	0%	-4%
COc1ccc(NC(=S)Nc2ccccc2Cl)cn1	-3%	-6%	3%	-7%	0%	-9%	3%	6%
O=C(Nc1ccccc1)c1cccc(N2C(=O)C3C4C=CC(C5CC45)C3C2=O)c1 (stereo not drawn)	-19%	3%	0%	9%	-9%	10%	-11%	-15%
CN(CC(N)=O)S(=O)(=O)c1ccc(F)cc1	-16%[57.5 µM]	-1%	-15%	-2%	11%	-15%	6%	16%
COc1cc(CCC(=O)Nc2ccncc2Cl)cc(OC)c1OC	i	-2%	12%	2%	4%	3%	15%	nt
Cc1ccsc1/C=N/NC(=O)Cc1cccn1C	-9%	-9%	11%	6%	-18%	4%	2%	27%
O=C(O)c1cc(S(=O)(=O)O)ccc1O	i	2%	4%	9%	7%	-4%	1%	-41%
CCOC(=O)CNNC(=O)Nc1ccc(Cl)c(Cl)c1	i	-1%	20%	-5%	-8%	-1%	4%	-2%
O=C(Cn1nc(-c2ccccc2Cl)ccc1=O)Nc1ccccc1-c1ccccc1	-7%	2%	22%	-3%	-1%	-32%[inhibitor]	1%	?
COc1cc(NC(=O)COC(=O)c2cnccn2)c(C)cc1[N+](=O)[O-]	i	11%	0%	2%	-9%	11%	-7%	?
COc1ccc(S(=O)(=O)N2CCN(C(=O)NCc3ccc(OC)c(OC)c3)CC2)cc1	-9%	-7%	3%	-2%	6%	6%	-2%	-6%
CCN(C(=O)COC(=O)/C=C/c1ccc2c(c1)OCO2)c1c(N)n(Cc2ccccc2)c(=O)[nH]c1=O	i	-2%	8%	-4%	-9%	-1%	14%	-5%
Cc1cccc(COCC(Cc2ccccc2)N2CCN(C(=O)c3cc(Cl)cc(Cl)c3)CCC2=O)c1 (stereo not drawn)	-43%[inhibitor]	3%	22%	-22%	4%	17%	4%	?
CC(C)C1Cc2c(C#N)c(N)n(C)c(=S)c2CO1 (stereo not drawn)	17%	6%	-15%	-5%	-2%	-5%	20%	16%
CSc1ncccc1C(=O)OCC(=O)NC(C)(C)C	-21%	4%	27%	6%	5%	1%	-7%	15%
CC(C)c1nc2sc3c(=O)[nH]cnc3c2c2c1CCC2	-33%[inhibitor]	7%	22%	-4%	-19%	2%	13%	-3%
CNC(=O)CN1C(=O)NC2(CCc3ccccc32)C1=O (stereo not drawn)	8%	4%	12%	-3%	13%	-12%	16%	28%
The list continues:
SMILES	PTHR1 ag	EPAC2 ag	TDP43 rescue	EPAC1 ag	EPAC1 antag	aSyn rescue	EPAC2 antagonist	FUS yeast rescue
O=C(Cc1ccc(Br)cc1)N1CCOCC1	i	-2%	-12%	2%	-5%	2%	3%	-7%
COc1ccc(/C=N/NC(=O)C2(O)c3ccccc3-c3ccccc32)cc1	-23%	2%	1%	3%	8%	-5%	3%	nt
CC1CCN(c2ccc(C(=O)Nc3nnc(C4CC4)s3)cc2[N+](=O)[O-])CC1	i	-3%	-10%	-11%	-19%	0%	-24%	25%
O=C(c1cc2c([nH]c1=O)CCCC2)N1CCc2c([nH]c3ccccc23)C1c1ccccc1F (stereo not drawn)	i	5%	-8%	0%	2%	-2%	-13%	?
O=C(CSC1=NC2(CCCCCC2)N=C1c1ccccc1)Nc1ccc2c(c1)OCCO2	-44%	14%	19%	5%	-8%	-5%	2%	20%
CCOC(=O)CSCC(NC(=O)OC(C)(C)C)C(=O)OCC (stereo not drawn)	i	6%	-7%	4%	3%	-1%	-2%	4%
CCCOc1ncnc2c1[nH]c1ccc(C)cc12	-28%	7%	21%	8%	10%	-6%	8%	4%
Cc1c(C(=O)NNC(=O)Nc2ccc([N+](=O)[O-])cc2)oc2ccccc12	-24%	5%	-13%	-3%	-10%	2%	6%	21%
COc1ccc(N(CC(=O)N2CCOCC2)S(C)(=O)=O)cc1	-18%	5%	0%	14%	-9%	-12%	7%	10%
O=[N+]([O-])c1ccccc1-c1ccc(/C=N/n2cnnc2)o1	i	9%	-3%	13%	-5%	-2%	0%	12%

Limited to aSyn rescue, for some of the entries so far:
canonical_smiles | aSyn rescue
CC1CCN(c2ccc(C(=O)Nc3nnc(C4CC4)s3)cc2[N+](=O)[O-])CC1 | 0%
O=C(c1cc2c([nH]c1=O)CCCC2)N1CCc2c([nH]c3ccccc23)C1c1ccccc1F (stereo not drawn) | -2%

(next part)
SMILES	PTHR1 ag	EPAC2 ag	TDP43 rescue	EPAC1 ag	EPAC1 antag	aSyn rescue	EPAC2 antagonist	FUS yeast rescue
CCc1ccc(S(=O)(=O)N/N=C\c2ccc([N+](=O)[O-])o2)cc1	i	4%	?	9%	11%	4%	3%	-6%
Cc1nnc(NC(=O)C(C)Sc2nnc(CCNC(=O)c3ccccc3F)n2C)s1 (stereo not drawn)	i	0%	-4%	2%	1%	7%	16%	-13%
CC(C)N(C)C1CCN(S(=O)(=O)c2ccc3[nH]c(=O)ccc3c2)CC1	-3%	nt	16%	nt	nt	-9%	nt	-11%
Cc1ccc(C(=O)OCC(=O)Nc2c(C)nn(-c3ccccc3)c2C)c(O)c1	i	9%	-1%	-1%	1%	-3%	17%	-37%
